H9c2 TAG inh: inhibitors of triacylglycerol accumulation, primary screen, cell-based, uHTS, fluorescence, H9c2. H9c2 cells, Nile Red lipid (TAG) fluorescence; cells loaded with 200 µM oleic acid. inhibition, % at 12.5 µM. 230,000 tested, 0.66% active. AID 651582, 2012;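 active = pattern-corrected inhibition of lipid staining of at least 50% with the nuclear-stain viability signal not falling by more than 50%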;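 also: 0% = DMSO wells and 100% = triacsin C control wells; some results filed as inactive read as strong as hits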
H9c2 TAG inh DAPI viability: second read-out of H9c2 TAG inh, no call of its own (marks repeat the call); DAPI nuclei signal change (viability), lower = more cytotoxic, %;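 whole-well DAPI fluorescence read on a plate reader as a viability signal; minus 50 percent equals half of cells still viable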
The depositor's hits bear a star. The list is partial (hit frequency here may not be typical).

SMILES	H9c2 TAG inh	H9c2 TAG inh DAPI viability
COC(=O)c1ccc(OCC(O)CN2C(=O)c3ccccc3S2(=O)=O)cc1 (configuration not stated)	-17	1
C[C@H]1CN([C@@H](C)CO)C(=O)c2cc(Br)cnc2O[C@@H]1CN(C)C(=O)Nc1ccc(C(F)(F)F)cc1	-14	-8
CS(=O)(=O)c1ccc(Cl)c(NC(=O)c2cccc(-n3cnnn3)c2)c1	-3	5
CC(C)(CNC(=O)c1cc(-c2ccc(Cl)s2)nc2ccccc12)N1CCOCC1	18	108
O=C(CNC(=O)c1ccccc1)OCc1cccc(Br)c1	9	-6
S=c1[nH]ncn1-c1ccccn1	-1	5
COc1cc([N+](=O)[O-])cc(/C=N/N(CCC#N)C(C)=O)c1O	3	5
COc1ccc(Cl)c(Cn2c(NCCCN(C)C)nc3c2c(=O)n(C)c(=O)n3C)c1	-1	3
O=C(NNc1ccccn1)c1ccc(Cl)nc1	5	-7
O=C(COc1ccc2ccccc2c1CN1CCOCC1)N1CCc2ccccc21	17	19
O=C(O)c1sccc1SCc1ccc(Cl)c(Cl)c1	-6	13
CCOc1ccc(CN2C(=O)CC(=O)N(S(=O)(=O)c3ccc(OCC)cc3)C2=O)cc1	9	-4
CS(=O)(=O)N1CCC(C(=O)Nc2cccc(Br)c2)CC1	-22	14
Cc1ccc(C)c(NC(=S)NCCc2c[nH]c3ccccc23)c1	-5	1
O=C(NCCOc1ccccc1)c1ccccc1NC(=O)C1CCCO1 (configuration not stated)	-7	1
CCCNc1ncnc2sc(C)c(C)c12	3	-5
COc1ccc(OC(F)(F)F)cc1CC1(C)C(=O)Nc2ccc(S(=O)(=O)NC3CCCCC3)cc21 (configuration not stated)	21	1
Cc1nc([N+](=O)[O-])cn1CC(=O)Nc1ccc(F)c(Cl)c1	-2	-1
COc1ccc(NC(=O)CSc2cc(C)ccc2C)cn1	1	1
CCN(CC)S(=O)(=O)c1ccc2c(c1)nc(SCC(N)=O)n2-c1ccc(OC)cc1	11	-18
C=C(C)CSc1nnc(CCCCCNC(=O)OC(C)(C)C)o1	0	-9
CC(=O)NNC(=O)c1cc2c3ccccc3n(C)c2s1	-6	12
COc1cccc(NC(=S)NNC(=O)Cn2nc([N+](=O)[O-])cc2C)c1	-6	1
CN1C[C@@H]2C(c3ccc(C(F)(F)F)cc3)C3(c4ccc(C#N)cc4)CC2(C3)[C@H]1c1ccccc1 (some centres not stated)	5	4
CCN(CC(=O)Nc1ccc(NC(C)=O)cc1)C(=O)c1c(C)nn(-c2ccc(F)cc2)c1Cl	14	-4
N#Cc1cccc(NC(=O)CSc2nnc(-c3n[nH]c4ccccc34)o2)c1	-8	6
Cc1cccc(-c2cccc(NC(=O)C3CCCN(Cc4cccnc4)C3)c2)c1 (configuration not stated)	-8	1
CN(C)S(=O)(=O)Oc1ccsc1C(=O)Nc1ccc(Cl)c(Cl)c1	-23	7
C[C@H](CO)N1C[C@H](C)[C@H](CN(C)C(=O)N[C@H](C)c2ccccc2)OCc2ccccc2-c2c(n(C)c3ccccc23)C1=O	5	-13
Cc1ccc(NC(=O)C2CCN(C(=O)N3CCOc4ccccc43)CC2)cc1	0	-7
Fc1ccc(-c2cn(-c3ccccc3)c3[n+]2CCS3)cc1	-17	2
COc1ccc(C2C(C(=O)N3CCCC3)c3cc(OC)c(OC)cc3C(=O)N2C)cc1 (configuration not stated)	-1	-3
CC(=O)C1=C(O)C(=O)N(C)C1c1ccccc1F (configuration not stated)	9	-7
CCN(CC(=O)Nc1ccc(OC)cc1)C(=O)c1cc(S(=O)(=O)N2CCOCC2)ccc1N1CCCC1	10	-8
Nc1nc2ccc(Cl)cc2[nH]1	-8	9
O=S(=O)(N/N=C1/CC(c2ccccc2)Oc2ccccc21)c1ccc(Br)cc1 (configuration not stated)	6	5
NC(Cc1ccc(C(F)(F)F)cc1)c1csc(Nc2nccc(C(F)(F)F)n2)n1 (configuration not stated)	-6	-3
O=C(NCC(=O)N(c1cnc2ccccc2c1)C(C(=O)NC1CCCC1)c1ccncc1)c1ccco1 (configuration not stated)	2	0
OC1CCCN(CC(O)c2ccccc2)C1 (configuration not stated)	-2	10
COc1ccc(CCN2C(=O)CC(NNc3ccc([N+](=O)[O-])cc3)C2=O)cc1OC (configuration not stated)	-3	2

One compound at a time, as listed above.
`Fc1ccc(-c2cn(-c3ccccc3)c3[n+]2CCS3)cc1` across the screens: H9c2 TAG inh = -17; H9c2 TAG inh DAPI viability = 2
`COc1ccc(CCN2C(=O)CC(NNc3ccc([N+](=O)[O-])cc3)C2=O)cc1OC` (configuration not stated) across the screens: H9c2 TAG inh = -3; H9c2 TAG inh DAPI viability = 2

Returning to the listing, starting seven compounds before the break.
SMILES	H9c2 TAG inh	H9c2 TAG inh DAPI viability
CCN(CC(=O)Nc1ccc(OC)cc1)C(=O)c1cc(S(=O)(=O)N2CCOCC2)ccc1N1CCCC1	10	-8
Nc1nc2ccc(Cl)cc2[nH]1	-8	9
O=S(=O)(N/N=C1/CC(c2ccccc2)Oc2ccccc21)c1ccc(Br)cc1 (configuration not stated)	6	5
NC(Cc1ccc(C(F)(F)F)cc1)c1csc(Nc2nccc(C(F)(F)F)n2)n1 (configuration not stated)	-6	-3
O=C(NCC(=O)N(c1cnc2ccccc2c1)C(C(=O)NC1CCCC1)c1ccncc1)c1ccco1 (configuration not stated)	2	0
OC1CCCN(CC(O)c2ccccc2)C1 (configuration not stated)	-2	10
COc1ccc(CCN2C(=O)CC(NNc3ccc([N+](=O)[O-])cc3)C2=O)cc1OC (configuration not stated)	-3	2
CC1(/[N+]([O-])=C/c2ccc(Cl)cc2Cl)CCCCC1=O (configuration not stated)	-7	-1
CCCN(Cc1nnc(-c2ccccc2Cl)o1)C(=O)c1cc(S(=O)(=O)N2CCOCC2)ccc1F	13	-5
O=C(NCc1ccccc1)c1cc(C2COCCN2C(=O)c2ccc3c(c2)CCO3)on1 (configuration not stated)	-6	4
Cc1ccc(N2C(=O)CC(Sc3ncn[nH]3)C2=O)cc1C (configuration not stated)	-28	2
O=C(Nc1nnc(-c2cccs2)o1)C1CC1	-4	10
CCOC(=O)C1CCN(c2cc(=O)n(Cc3ccc(F)cc3)c(=O)[nH]2)CC1	-23	0
COc1ccc(COC(=O)C2=C(C)NC(=O)NC2c2ccccc2F)cc1 (configuration not stated)	-5	-10
CC(C)N1CCN(c2ccc(S(=O)(=O)N3CCOCC3)cn2)CC1	-7	-5
Cc1ccc(CNC(=O)CSc2nc(C)cs2)cc1	-14	3
COc1ccc(NC(=O)COC(=O)CO/N=C(\C)c2ccc3c(c2)OCO3)cc1S(N)(=O)=O	-14	2
COc1ccc(-c2cc(NC=O)c3ncc(-c4cccc(OC)c4)n3c2)cc1	6	-22
CN(C)c1ccnc2sc3c(SCc4ccc(Cl)cc4)ncnc3c12	5	-1
O=C(NC(=S)NCCO)c1sc2ccccc2c1Cl	5	2
COc1ccc2c(c1)C1OCCC1C(c1ccco1)N2 (configuration not stated)	-9	1
CC(C)[C@H](NC(=O)OCc1ccccc1)C(=O)OCC(=O)NCCc1ccccc1	-1	-10
S=C(NCCCN1CCOCC1)NN=C1c2ccccc2-c2ccccc21	27	11
CCN(CC)S(=O)(=O)c1cccc(C(=O)N/N=C/c2ccc([N+](=O)[O-])o2)c1	2	3
CCN(CC(=O)Nc1cccc(OC)c1)CC(=O)Nc1cccc2ccccc12	2	0
O=C1c2oc3ccccc3c(=O)c2C(c2cccc(F)c2)N1CCCO (configuration not stated)	-3	1
C[C@H](CO)N1C[C@H](C)[C@H](CN(C)Cc2ccc(Oc3ccccc3)cc2)Oc2cc(Br)ccc2S1(=O)=O	-4	-5
N#CC(=C1C=C(Br)C(=NO)C=C1Cl)c1ccc(Cl)cc1	5	-9
CN1CCN(C(=O)c2cccc(-c3cccc4nccn34)c2)CC1	-11	2
COc1ccc(C2=CC(c3cccc(OC)c3)n3nnnc3N2)cc1 (configuration not stated)	6	9
CCC[C@H](CN[C@@H](CNC)[C@H](C)CC)NCCc1cc(C(F)(F)F)cc(C(F)(F)F)c1	137	-74
COc1ccccc1C(=O)Nc1ccnn1C1CCN(Cc2ccccc2OCCO)CC1	-2	-9
O=C(COC(=O)c1cc(Br)ccc1O)NCCC1=CCCCC1	-7	8
Clc1ccccc1-c1ccc2ncnc(NCc3cccs3)c2c1	-10	3
O=C(Cc1ccccc1)Nc1ccc(NC(=O)c2ccc(Br)cc2)cc1	9	1
CN(C)C(=O)C1Cc2ccccc2CN1S(=O)(=O)c1cccs1 (configuration not stated)	-13	-1
CC(=O)c1c(C)[nH]c(C(=O)OCC(=O)Nc2sc3c(c2C#N)CCC(C)C3)c1C (configuration not stated)	-3	9
Clc1ccc(C=NN2CCCCCC2)cc1Cl	5	-2
Cc1cc(N2CCOCC2)ccc1/C=C1\NC(=O)N(Cc2ccccc2F)C1=O	-9	4
Cn1c(=O)c2c(-c3ccccc3)n(-c3cc([N+](=O)[O-])ccc3O)cc2n(C)c1=O	-4	-8
O=C(CSc1ccc2nnc(-c3ccccn3)n2n1)NCc1ccc2c(c1)OCO2	-17	-1
O=C(/C=C/c1cn(-c2ccccc2)nc1-c1cccc(Cl)c1)N1CCN(c2ccccn2)CC1	12	5
O=C(COc1ccccc1)Nc1ccc(Cl)cn1	-3	3
CCOC(=O)n1c(=O)n(Cc2ccc(Cl)cc2Cl)c2ccccc21	-5	2
CN(CC(=O)NCc1ccc(F)cc1)S(=O)(=O)c1cccc2nsnc12	-9	-15
CS(=O)(=O)c1ccc(-c2sc3cc4c(cc3c2C(=O)NN2CCOCC2)OCO4)cc1	12	3
Cc1ccc(-n2cc(C(=O)c3ccccc3O)cn2)cc1	-13	9
CC(=O)c1c(O)cc(C)n(Nc2nc(C)cc(C)n2)c1=O	13	-14
COc1ccccc1N(CC(=O)N1CCN(c2ccccc2)CC1)S(=O)(=O)c1ccc(C)cc1	5	4
NC(=O)C1CCN(C(=O)c2cnn(-c3ccccc3)c2NC(=O)c2ccco2)CC1	-5	-7
COc1ccc(S(=O)(=O)N2CCCC(C(=O)Nc3cccc(C(C)=O)c3)C2)cc1 (configuration not stated)	1	-10
CC1CCN(C(=O)COC(=O)c2cccc(NS(=O)(=O)c3ccccc3)c2)CC1	7	1
O=C(N/N=C/c1ccccc1)c1ccc(-c2ccccc2)cc1	10	1
CCN(CC)S(=O)(=O)c1ccc(Cl)c(NC(=O)COc2ccc(OC)cc2)c1	-11	-4
COCCn1c(SCC(=O)NCC2CCCO2)nc2c(c1=O)SC(C)C2 (configuration not stated)	6	-9
Cc1ccc(OCCCC(=O)Nc2ccc(N3CCOCC3)cc2)cc1	25	7
Cc1cccc(NC(=O)CSc2nnc(Cn3nnc(-c4ccccc4)n3)n2-c2ccccc2)c1	0	-1
CC(=O)Oc1ccc(-n2c(=O)c3ccccc3c3ccccc3c2=O)cc1	4	5
Cc1ccc(Sc2ccc(NC(=O)CCl)cc2)cc1C	63*	-41*
N#CC1(NC(=O)CSc2nnc(-c3ccccc3F)n2N)CCCCC1	2	1
COc1cc(OC)cc(-c2c(-c3ccc(F)cc3)c3cc(-c4cnc(OC)nc4)ccc3n2C)c1	-14	18
CCCc1cc(=O)[nH]c(SCc2cccnc2)n1	0	-2
COc1cccc(CN2C(=O)N(C(C)C)C(N(O)C(=O)NC(C)C)C2(C)C)c1OC (configuration not stated)	-5	3
Cc1ccc(N(CC(=O)NCCSc2ccccn2)S(=O)(=O)c2ccc(F)cc2)cc1	-14	5
CC(C)Oc1ccc(S(=O)(=O)N2CCOCC2)cc1NC(=O)CC1CC2CCC1C2 (configuration not stated)	5	-1
S=C1NCN(Cc2ccco2)CN1c1cccc2ccccc12	-19	20
O=C(C1CCCO1)N1CCN(C(=S)Nc2ccc(Br)cc2)CC1 (configuration not stated)	-12	4
The listing continues:
SMILES	H9c2 TAG inh	H9c2 TAG inh DAPI viability
COc1cccc(-c2cc(NC=O)c3ncc(-c4ccc(OC)c(OC)c4)n3c2)c1	-1	-6
Cc1ccc(S(=O)(=O)N2CCN(C(=O)c3ccc4ccccc4n3)CC2)c(C)c1	0	-3
O=C(/C=C/c1cccc(OCc2ccccc2)c1)c1cccnc1	8	-5
C[C@H](CO)N1C[C@H](C)[C@@H](CN(C)S(=O)(=O)c2ccc(F)cc2)Oc2ccc(NS(=O)(=O)c3cccs3)cc2C1=O	2	-5
COc1ccc(NC(=O)C2Cc3c(-c4cccc(C(C)=O)c4)ccnc3O2)cc1 (configuration not stated)	54*	-48*
Cc1c(NC(=O)c2cccs2)c(=O)n(-c2ccccc2)n1C	24	-27
Cc1occc1C(=O)NCCCCNC(=O)c1ccoc1C	-5	0
Cc1ccc(F)cc1C(=O)N1CCCC(C)(C(=O)NS(=O)(=O)C2CC2)C1 (configuration not stated)	-9	-5
C/C(=N\N=C1\NC(=O)C(CC(=O)O)S1)c1ccccn1 (configuration not stated)	-11	-2
O=C(Nc1nccs1)c1sc2ccccc2c1Cl	-3	10
CCOCCCNCc1cccc(OCc2ccc(F)cc2)c1	-7	29
CC(=O)Nc1ccc(NC(=O)C(C)OC(=O)c2cccs2)cc1 (configuration not stated)	-2	-5
Cc1ccc(Cc2cnc(NC(=O)/C(C#N)=C/c3ccc(-c4ccc([N+](=O)[O-])cc4)o3)s2)cc1	5	-5
NC(=S)NN=C1CCCCCCCCC1	-23	-2

By substructure, those above containing a cyano group
SMILES	H9c2 TAG inh	H9c2 TAG inh DAPI viability
COc1cc([N+](=O)[O-])cc(/C=N/N(CCC#N)C(C)=O)c1O	3	5
CN1C[C@@H]2C(c3ccc(C(F)(F)F)cc3)C3(c4ccc(C#N)cc4)CC2(C3)[C@H]1c1ccccc1 (some centres not stated)	5	4
N#Cc1cccc(NC(=O)CSc2nnc(-c3n[nH]c4ccccc34)o2)c1	-8	6
N#CC(=C1C=C(Br)C(=NO)C=C1Cl)c1ccc(Cl)cc1	5	-9
CC(=O)c1c(C)[nH]c(C(=O)OCC(=O)Nc2sc3c(c2C#N)CCC(C)C3)c1C (configuration not stated)	-3	9
N#CC1(NC(=O)CSc2nnc(-c3ccccc3F)n2N)CCCCC1	2	1
Cc1ccc(Cc2cnc(NC(=O)/C(C#N)=C/c3ccc(-c4ccc([N+](=O)[O-])cc4)o3)s2)cc1	5	-5

Screening data from PubChem.
